RBX1-CUL1 inh – inhibitors of human ROC1-CUL1 ubiquitin ligase activity; actives 0.6% (n = 140,000); AID 1347404, 2020; E3 ubiquitin-protein ligase RBX1 (Homo sapiens) + Cullin-1 (Homo sapiens), P62877+Q13616; inhibition, % at 10 µM; in vitro K48 di-Ub FRET, acceptor:donor ratio, 45 min; in the data active = inhibition above about 25%
Target sequence (P62877 whole entry, looked up): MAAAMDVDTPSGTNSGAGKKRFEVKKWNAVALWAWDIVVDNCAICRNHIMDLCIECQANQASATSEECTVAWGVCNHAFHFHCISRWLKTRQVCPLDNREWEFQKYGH
Target sequence (Q13616 whole entry, looked up): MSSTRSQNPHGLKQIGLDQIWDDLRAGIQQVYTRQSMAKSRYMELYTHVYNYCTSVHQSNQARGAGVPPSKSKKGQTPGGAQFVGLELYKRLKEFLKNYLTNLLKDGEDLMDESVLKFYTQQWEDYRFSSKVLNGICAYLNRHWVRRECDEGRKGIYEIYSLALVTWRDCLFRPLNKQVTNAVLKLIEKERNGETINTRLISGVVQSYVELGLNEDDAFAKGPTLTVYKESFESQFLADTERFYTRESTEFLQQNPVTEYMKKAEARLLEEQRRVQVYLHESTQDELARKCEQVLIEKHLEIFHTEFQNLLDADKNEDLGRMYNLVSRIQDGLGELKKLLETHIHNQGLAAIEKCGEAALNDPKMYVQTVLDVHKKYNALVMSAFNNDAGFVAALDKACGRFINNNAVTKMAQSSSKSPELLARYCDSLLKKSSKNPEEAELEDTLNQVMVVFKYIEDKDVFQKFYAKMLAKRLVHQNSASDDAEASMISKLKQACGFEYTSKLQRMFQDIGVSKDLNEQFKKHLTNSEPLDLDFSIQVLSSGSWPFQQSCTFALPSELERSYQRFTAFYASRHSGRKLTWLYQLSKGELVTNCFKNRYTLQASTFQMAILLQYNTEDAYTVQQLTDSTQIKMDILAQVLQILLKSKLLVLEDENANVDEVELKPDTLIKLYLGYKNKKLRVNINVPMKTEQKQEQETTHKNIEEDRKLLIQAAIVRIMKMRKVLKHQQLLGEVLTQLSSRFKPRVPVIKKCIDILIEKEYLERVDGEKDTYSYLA
Active calls of the source: *. The list is partial (hit frequency here may not be typical).

SMILES	RBX1-CUL1 inh
C=CCOc1ccc(C=C2C(=O)NC(=S)NC2=O)cc1OCC	1.1
CC(C)CC1c2[nH]c3ccccc3c2CCN1C(=O)c1ccoc1 (configuration not stated)	5.3
COC(=O)CCC(=O)Nc1ccccc1C(=O)Nc1ccccc1	-14.3
Brc1cncc(Br)c1	0.2
COc1ccc(-n2nc(C(=O)N3CCN(c4ccc(F)cc4)CC3)c3c4ccccc4n(C)c3c2=O)cc1	1.3
CCCCOC(=O)c1ccc(OS(C)(=O)=O)cc1	-0.8
Cc1ccccc1C(=O)NCc1nc2cccnc2n1Cc1ccccc1	12.5
COc1ccc(CCNC(=O)CCc2c(C)c3cc4c(C)coc4c(C)c3oc2=O)cc1OC	-7.3
COc1ccc(N2C(=O)CSC23C(=O)N(Cc2ccc(C)cc2)c2ccccc23)cc1Cl (configuration not stated)	-2.9
O=C(NNC(=O)c1ccco1)Nc1ccccc1	-9.1
O=C1OC(c2ccccc2Br)=N/C1=C\c1ccc(OCc2ccccc2)c(OCc2ccccc2)c1	2.0
COc1ccc(N(CC(=O)Nc2ccccc2C(C)C)S(C)(=O)=O)c(OC)c1	1.1
Cc1ccc2c(c1)N(C(=O)Nc1cccc(C)c1C)CCO2	2.1
O=S(=O)(Nc1ccc(Cl)c(Cl)c1)c1ccccc1	7.2
CC(=O)Nc1cccc(-c2nnc(SCC(=O)c3ccc([N+](=O)[O-])cc3)o2)c1	-2.9
CCn1cc(CN2CCCC(CNC(=O)c3cccs3)C2)cn1 (configuration not stated)	-2.0
CCCCCCOc1ccc(/C=C2\C(=O)N(c3ccc([N+](=O)[O-])cc3)N=C2c2ccccc2)cc1	-3.7
CC(C)n1nccc1NC(=O)Cn1ccc(-c2ccccc2)n1	-0.6
Cc1ccc(N2C(=O)C(c3ccccc3)C(=O)C3=C2CC(C)(C)CC3=O)cc1 (configuration not stated)	3.7
C=CCN1C(=O)/C(=C\c2ccc(C(=O)O)cc2)SC1=Nc1nnc(C)s1	6.2
CC1(C2CCN(C(=O)Cc3ccc4c(c3)OCO4)CC2)NC(=O)N(C2Cc3ccccc3C2)C1=O (configuration not stated)	0.5
CCCc1n(CC(O)COCC2CC=CCC2)c2ccccc2[n+]1C (configuration not stated)	-7.9
COc1ccc(Cl)cc1C(=O)Nc1nc2c(s1)C(=O)CC(C)(C)C2	-6.1
CCCOC(=O)C1C2C=CC3(CN(c4cccc5ccccc45)C(=O)C13)O2 (configuration not stated)	6.1
c1ccc(-c2nn3c(-c4ccccn4)nnc3s2)cc1	9.5
Cc1oc(-c2ccco2)nc1CN1CCNC(=O)C1Cc1ccccc1 (configuration not stated)	5.3
COc1ccc(S(=O)(=O)c2cn(C)c3cc(N4CCCCCC4)c(F)cc3c2=O)cc1	-2.6
CCn1c(COc2ccc(C(C)C)cc2)nnc1SCC(=O)Nc1ncc(C)s1	-4.4
CCCCS(=O)(=O)c1oc(-c2cccs2)nc1S(=O)(=O)c1ccc(F)cc1	-5.9
CCOc1ccccc1C(=O)Nc1ccc(OC)c(OC)c1	2.9
CCN(CC)c1ccc(NC(=O)CN2CCN(CC(=O)Nc3ccc(Cl)cc3)CC2)cc1	2.7
Nc1c(C(=O)Nc2ccc(Cl)cc2)sc2nc3c(cc12)CCCC3	9.9
CCOC(=O)Cn1c(=O)oc2cc(S(=O)(=O)N3CCN(c4ccc(Cl)cc4)CC3)ccc21	0.3
COc1ccccc1-c1nc(S(=O)(=O)c2ccc(C)cc2)c(N2CCCCC2)o1	-2.9
COC(=O)c1ccc(NC(=O)c2ccccc2C(=O)Nc2ccc(C(=O)OC)cc2)cc1	5.9
O=C(OCCOCn1cc(Br)c(=O)[nH]c1=O)c1ccccc1	-14.1
Cc1nnc(OC(C)C)c2nn(-c3ccccc3F)c(C)c12	13.5
Cc1cccc(C)c1OCC(=O)Nn1c(COc2c(C)cccc2C)nc2ccccc2c1=O	-2.8
COc1cccc(C2CC3(CC(C)(C)NC(=S)N3)Oc3cc(O)ccc32)c1 (configuration not stated)	13.0
Cc1cccc(C(=O)Nc2ccc(S(=O)(=O)N3CCC(c4nc5ccccc5s4)CC3)cc2)c1	-0.1
CC(=O)c1cccc(CN2CCOC(Cc3cccc(F)c3)C2)c1 (configuration not stated)	5.5
Cc1ccc(S(=O)(=O)NCCC2CCCN2C)cc1 (configuration not stated)	14.1
CSc1nc(Cl)ccc1NC(C)=O	-2.9
CCC(CC)C(=O)Nc1ccccn1	5.7
CCOc1ccc(S(=O)(=O)Nc2ccccc2F)cc1	-9.2
CN1C(=O)NC(c2ccccc2C(F)(F)F)C2=C1CCCC2=O (configuration not stated)	-11.4
COc1ccc(Cn2ccc3nc(C)c(C(=O)Nc4cc(OC)c(OC)c(OC)c4)cc3c2=O)cc1	-3.6
O=C(Nc1ccc(-c2ccco2)cc1)C1CCCN(Cc2cccc3nonc23)C1 (configuration not stated)	2.2
N=C(N=C(N)N)N1CCSCC1	2.5
O=C(NN1C(=O)c2ccccc2C1=O)c1cccc(NC(=O)C2CCCCC2)c1	2.8
Cc1[nH]c2ccccc2c1C1C(c2ccccc2)=NN=C(c2ccc(Cl)cc2)N1O (configuration not stated)	-3.1
O=c1[nH]c2ccc(S(=O)(=O)Nc3cccc(F)c3)cc2[nH]1	-9.8
S=C1N=C2c3ccccc3CCC2C(c2ccc(Cl)cc2Cl)N1 (configuration not stated)	10.6
Cc1c(/C=C2\C(=N)N3N=C(C45CC6CC(CC(C6)C4)C5)SC3=NC2=O)c2ccccc2n1Cc1ccc2c(c1)OCO2	-4.8
O=C(CSc1nc2ccccc2s1)n1c2c(c3ccccc31)CCCC2	2.6
O=C(c1cccs1)N1CCCc2cc(NS(=O)(=O)c3ccc(F)cc3F)ccc21	-5.8
Clc1ccccc1C1=NN=C(c2cccc3ccccc23)C1	-9.4
Cn1c(=O)c2c(nc(NCCc3ccccc3)n2Cc2cccc(Br)c2)n(C)c1=O	-3.9
O=C(CCN1Cc2ccccc2OC(c2ccccc2F)C1)N1CCCCC1c1cccnc1 (configuration not stated)	-0.5
O=C(CN1CCN(c2ccccc2F)CC1)Nc1ccc(Cl)cc1	2.7

Remaining list, next part:
SMILES	RBX1-CUL1 inh
CCOC(=O)c1c(N)sc2c1CCN(C(=O)OCC)C2	3.6
COc1ccc(C(=O)N2CCC(C3(C)NC(=O)N(Cc4cccc(OC)c4OC)C3=O)CC2)cc1 (configuration not stated)	0.6
O=C1NN(c2ccccc2)C(=O)/C1=C/c1ccccc1OCCCOc1ccc(Cl)cc1	7.3
COc1ccc(S(=O)(=O)N2CCCN(S(=O)(=O)c3ccc(OC)c(C)c3C)CC2)c(C)c1C	12.1
COc1ccc(S(=O)(=O)N2CCC(c3nc4ccccc4s3)CC2)cc1OC	-3.6
Cc1ccc(-n2c(C)nc3c(cnn3-c3ccccc3C)c2=O)cc1F	-3.7
COc1ccc(/C=C/C2CC=CC(OC)(OC)C2(C#N)C#N)cc1 (configuration not stated)	5.8
CC(=O)N1CCc2cc(CNC(=O)Nc3ccc(Br)c(C)c3)ccc21	-1.9
O=C(Cc1cn2ccsc2n1)N1CCOC(Cc2ccc(F)cc2)C1 (configuration not stated)	2.8
Cc1ccc(-n2nnnc2CNC(=O)c2ccccc2)cc1C	-6.0
O=C(c1nnc(C(=O)N2CCCCC2)nn1)N1CCCCC1	7.0
COCC(=O)Nc1cc(C(=O)NCCCc2cccnc2)cc2nc(-c3ccccc3)n(C)c12	-9.5
CCC(=O)Nc1ccc(C(=O)N/N=C/c2ccc(OC)c3ccccc23)cc1	5.1
Fc1ccc(Nc2nc(-c3cccc(Cl)c3)c3c(n2)-c2ccccc2OC3)cc1	-5.4
COc1cc(CN2CCSCC2)ccc1OCC(O)CN(C)C(C)C (configuration not stated)	-8.3
CCOc1cc(C2c3c(n[nH]c3C)OC(=N)C2C#N)ccc1OC(F)F (configuration not stated)	-4.4
Cc1nc2ncnn2c(C)c1CCC(=O)NCc1ccc(Cl)cc1	-6.1
O=c1c(S(=O)(=O)c2ccccc2)cn(Cc2ccc(F)cc2)c2cc(N3CCCC3)c(F)cc12	-2.4
COc1cccc(CNC(=O)CN2C(=O)CCn3nc(-c4cn(C)c5ccccc45)cc32)c1OC	-2.8
O=C(NCC1CCCN(CCCn2cccn2)C1)c1cccs1 (configuration not stated)	-3.0
C=CCn1nnc(NC(=O)c2cc(Cl)ccc2Cl)n1	8.5
COc1ccccc1NC(=O)c1cn(C)nc1Br	4.4
Cc1cc(Nc2ccccc2Cl)n2nc(-c3ccco3)nc2n1	-6.1
Cc1cc(C(=O)N2CCN(c3cccc(C)c3C)CC2)no1	-1.2

5 structures from above, ordered by molar mass, low to high.
SMILES	RBX1-CUL1 inh
Cc1cc(C(=O)N2CCN(c3cccc(C)c3C)CC2)no1	-1.2
O=C(NCC1CCCN(CCCn2cccn2)C1)c1cccs1 (configuration not stated)	-3.0
Cc1nc2ncnn2c(C)c1CCC(=O)NCc1ccc(Cl)cc1	-6.1
CCOc1cc(C2c3c(n[nH]c3C)OC(=N)C2C#N)ccc1OC(F)F (configuration not stated)	-4.4
COc1cc(CN2CCSCC2)ccc1OCC(O)CN(C)C(C)C (configuration not stated)	-8.3

Following part
SMILES	RBX1-CUL1 inh
COc1ccc2[nH]c3[nH]cnc(=S)c3c2c1	-8.4
NC(=O)CN(Cc1ccccc1)C(=O)CCCCCN1C(=O)c2ccccc2C1=O	4.9
COc1ccc(N2CCN(C(=O)c3ccccc3C(=O)O)CC2)cc1	8.6
Nn1c(SCC(=O)Nc2ccc(Cl)cc2Cl)nnc1-c1ccc(Cl)c(Cl)c1	-8.3
c1ccc2c(c1)nc(N1CCOCC1)c1nnnn12	-2.1
CC1CCc2c(sc3nnn(CC(=O)Nc4ccccc4)c(=O)c23)C1 (configuration not stated)	-0.1
O=C1C(Cl)=C(N2CCOCC2)C(=O)N1c1ccc(I)cc1	6.3
Cc1cc(NC(=O)c2ccccc2F)no1	3.9
CCOC(=O)COc1ccc(/C=C(\C#N)c2nc3ccc(C)cc3[nH]2)cc1OC	6.1
CCCN(C(=O)c1cn(C)c(=O)c2cc(OC)c(OC)cc12)c1ccc(CC)cc1	4.6
COC(=O)c1c(S(=O)(=O)NCc2ccccc2)sc2c1CCN(C(=O)[C@H]1C[C@@H]3C=C[C@H]1C3)C2	12.2
CCN(CC)CCO/N=C(\c1ccc(Cl)cc1)c1cccnc1	11.5
Cc1ccc(OCC(=O)NC2CC2)cc1C	-0.6
CC1(C)CC(=O)c2cnc(NCc3ccccc3)nc2C1	3.6
O=C(COc1ccccc1C(=O)Nc1ccccc1)c1ccc(Br)cc1	-8.8
CCn1c(=O)c2c(nc3n(-c4ccc(C)cc4)c(C)cn23)n(C)c1=O	7.8
CC(=O)c1ccc(NC(=O)C(C)Sc2nnc(COc3ccc4ccccc4c3)n2C)cc1 (configuration not stated)	-8.6
CCCOC(=O)c1c(-c2ccc(F)cc2)csc1NC(=O)c1cc2ccccc2oc1=O	-4.7
CC(=O)Nc1ccc(OC(=O)c2ccccc2C(=O)c2ccc(Cl)cc2)cc1	-6.3
CCc1ccccc1NS(=O)(=O)c1ccc2c(c1)C(=O)C(C(=O)N1CCCCC1)C=N2 (configuration not stated)	-5.0
O=C(Nc1cccc(C(F)(F)F)c1)c1cc2nc(-c3ccc4c(c3)OCO4)cc(C(F)(F)F)n2n1	10.4
COc1ccccc1N1CCN(C(=O)c2cn(C3CCCC3)cc(C(=O)NCCC(C)C)c2=O)CC1	-0.9
Nc1cccc(C(=O)OCC(=O)c2ccccc2)c1	-6.1
O=C1C=CC2=C(c3ccccc3C(=O)O)C3C=CC(=O)C(Br)C3OC2=C1Br (configuration not stated)	113.3*

Shown as a hit in RBX1-CUL1 inh (from the list above):
SMILES	RBX1-CUL1 inh
O=C1C=CC2=C(c3ccccc3C(=O)O)C3C=CC(=O)C(Br)C3OC2=C1Br (configuration not stated)	113.3*

Random excerpt: 3 compounds from above
SMILES	RBX1-CUL1 inh
CC(=O)Nc1ccc(OC(=O)c2ccccc2C(=O)c2ccc(Cl)cc2)cc1	-6.3
CCCOC(=O)c1c(-c2ccc(F)cc2)csc1NC(=O)c1cc2ccccc2oc1=O	-4.7
CC(=O)c1ccc(NC(=O)C(C)Sc2nnc(COc3ccc4ccccc4c3)n2C)cc1 (configuration not stated)	-8.6

Additional structures follow:
SMILES	RBX1-CUL1 inh
Cc1cc(-c2ccc(Cl)cc2)n[nH]1	-2.9
Cc1ccc(N=C2NC(=O)CC(C(=O)Nc3cc(C(F)(F)F)ccc3Cl)S2)cc1 (configuration not stated)	-1.3
CCCOc1ccc(S(=O)(=O)NCCCCCCNS(=O)(=O)c2ccc(OCCC)cc2)cc1	-2.2
c1cncc(-c2nc(N3CCCCC3)c3c4c(sc3n2)CCCC4)c1	-8.7
CN(C)c1cc(NC(=O)CN2CCOCC2)c2ccccc2n1	6.4
N#Cc1ccc(NC(=O)c2ccc(I)cc2)cc1	3.9
CC(C)CCC1(C2CCN(C(=O)/C=C/c3ccc(Cl)cc3)CC2)NC(=O)N(CCN(C)C)C1=O (configuration not stated)	5.8
Cc1ccc(C(C)NC(=O)c2cc(C)on2)cc1 (configuration not stated)	3.5
COc1cccc(CNC(=O)CCn2c(=O)c3cccn3c3ccc(F)cc32)c1OC	-4.7
CCCCC1C(=O)Nc2c(ccc(Cl)c2Cl)C1=O (configuration not stated)	-1.3
COc1ccccc1/C=C/C(C)=O	-5.2
CCOC(=O)c1sc(SC)c(S(=O)(=O)c2ccccc2)c1N	1.8

The last 4 entries of the section above open the next one:
SMILES	RBX1-CUL1 inh
COc1cccc(CNC(=O)CCn2c(=O)c3cccn3c3ccc(F)cc32)c1OC	-4.7
CCCCC1C(=O)Nc2c(ccc(Cl)c2Cl)C1=O (configuration not stated)	-1.3
COc1ccccc1/C=C/C(C)=O	-5.2
CCOC(=O)c1sc(SC)c(S(=O)(=O)c2ccccc2)c1N	1.8
Cc1ccc(-n2c(=O)c3c(n4c(SCC(=O)c5ccc(Cl)cc5)nnc24)-c2ccccc2CC32CCCCC2)cc1	4.9
N#CC(C#N)c1nc(-c2ccccc2)nnc1-c1ccccc1	-13.6
Cc1cc(C)c(C)c(S(=O)(=O)NCC(=O)NCCc2ccccc2)c1C	5.1
CCc1ccccc1NC(=O)COc1ccc2c(C)cc(=O)oc2c1	0.0
O=C(COc1ccc(-c2ccccc2)cc1)N(c1ccccc1)c1ccccc1	-4.0
COC(=O)[C@]1(C)C[C@H](C(=O)NC2CCC2)[C@H](c2ccc(Cl)cc2)N1C	-10.8

Screening results (PubChem BioAssay)
